Screens: PubChem BioAssay, National Center for Advancing Translational Sciences (NCATS)
S3 lipid droplet: qHTS Assay for Lipid Storage Modulators in Drosophila S3 Cells | Drosophila S3 cells, BODIPY lipid droplet fluorescence, 18-24 h; cells fed with added oleic acid | lipid storage change, negative = inhibition, % at the top dose, mostly 46.1 µM; hits show Potency in µM | 320,000 tested, 0.64% active | AID 2685; active means well fitted inhibition curve with a large enough effect in the signal ratio, with a control signal flat, not every such curve was filed as active; inconclusive means small, poorly fitted or top-dose-only effect, or effect the other way, or a change in a side signal; the % refers to the signal ratio
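Drosophila S3 cells got compounds at several concentrations plus oleic acid (400 uM solution). Laser-scanning cytometry with 488 nm excitation read lipid droplets at 500-530 nm and cells at 575-640 nm. Percent activity was relative to 20 uM Triacsin C.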
S3 lipid droplet cell count max: second read-out of S3 lipid droplet, no call of its own (marks repeat the call); cell number change, %; measured here: cell count max response;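 cells counted by Cell Tracker Red CMTPX staining in the red channel; peak over a dose series mostly up to 46.1 µM; percent activity relative to internal control wells on each plate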
* marks the source's active call; other numbers are inactive results; i = inactive; ? = inconclusive; . = no result given; & = joins results of further samples. On the % scale 0 is the no-effect control and ±100 the full control effect; potency means the concentration at half of the fitted maximal effect. An excerpt; rates above refer to the full screens.

Sequence of screens – S3 lipid droplet	S3 lipid droplet cell count max
O=C(Nc1ccccc1)O[C@@H]1C[C@H]2CCC(=O)N3CC[C@@H](C1)[C@@H]23
→ ?	.
Nc1cccc(-c2cn(-c3cc4cc(C#CC5(O)CCCCC5)ccc4oc3=O)nn2)c1
→ ?	.
Cc1ccccc1NC(=O)N1CCCC1C(=O)NCc1cccs1 (stereo not given)
→ 9.3%	12.2
O=S(=O)(c1ccc2nc(N3CCN(c4ccccc4)CC3)ccc2c1)N1CCCCC1
→ -14.7%	26.5
O=C1C=C(c2cccs2)C[C@H](c2ccccc2)[C@H]1n1nnc([N+](=O)[O-])n1
→ -17.8%	-9.5
CN1CCN(C(=O)c2ccc(N(Cc3ccccc3Cl)S(C)(=O)=O)cc2)CC1
→ 8.9%	-9.6
CCn1cc(SCC(=O)Nc2cc(C)on2)c2ccccc21
→ 21.9%	3.6
NS(=O)(=O)c1ccc2nc(NC(=O)CS(=O)(=O)c3ccc(F)cc3)sc2c1
→ 11.4%	5.1
Nc1nc(CN2CCCCCC2)nc(Nc2ccccc2)n1
→ 27.8%	.
CN(C)CCSc1nc(-c2ccccc2)nc2c1CCC2
→ 5.3%	-7.6
CNS(=O)(=O)c1cccc(C(=O)Nc2cccc(Cl)c2)c1
→ ?	.
O=C(CCC1CCCNC1)c1ccccc1 (stereo not given)
→ ?	.
CCN(CC)S(=O)(=O)c1ccc(N=NC2=C(O)CCCC2=O)cc1
→ 3.8%	-6.9
CCOC(=O)c1nnc(-c2ccc(C)cc2)nc1Oc1ccc(Cl)cc1Cl
→ ?	.
CN(C)C(=O)CN1C(=O)NC2(CCCc3ccccc32)C1=O (stereo not given)
→ i	-19.6
Cn1c(CNC(=O)CNS(=O)(=O)c2ccc(Br)cc2)cc(=O)n(C)c1=O
→ -24.9%	-12.5
C/C(CC(=O)Nc1ccc(N(C)C)cc1)=N\NC(=O)c1ccc([N+](=O)[O-])cc1Cl
→ ?	.
CN(CC(=O)Nc1cccc(F)c1)C(=O)C1CC(=O)N(Cc2ccco2)C1 (stereo not given)
→ ?	.
CCc1cc2c(=O)c(Oc3ccccc3F)c(C)oc2c(CN(C)C)c1O
→ ?	.
COc1ccc(/C=N/OCC(=O)Nc2nc3ccccc3s2)cc1
→ ?	.
O=C1CCCCN1CCC(=O)N1CCCC(N2CCN(c3ccccc3)CC2)C1 (stereo not given)
→ -11.0%	.
O=c1c2ccccc2nc2n1C(CBr)CN2 (stereo not given)
→ 6.3%	17.2
Cc1occc1C(=O)Nc1nnc(C(F)(F)F)s1
→ i	-14.0
CCc1ccc(N=C2NC(=O)/C(=C/c3ccc(OCC(=O)O)cc3)S2)cc1
→ i	-11.1
COC(=O)[C@@H](NCc1cccc(CN[C@H](C(=O)OC)C(C)C)c1)C(C)C
→ -14.4%	-1.0
Cc1cc(NC(=O)c2cc(-c3ccccn3)nc3ccccc23)no1
→ -18.1%	-11.6
CC(C)NC(=O)c1sc2c(c1C(=O)Nc1cccnc1)CCCC2
→ -9.8%	0.7
N#C/C(=C\c1c[nH]c2ccccc12)C(=O)NCC1CCCO1 (stereo not given)
→ 15.4%	1.6
Cc1ccc(C)c(OCCC(=O)OCC(=O)NC2CC2)c1
→ ?	.
CCCN(CCC)S(=O)(=O)c1ccc(C(=O)Nc2nnc(-c3cc(OC)cc(OC)c3)o2)cc1
→ ?	.
Cc1ccc(N2C(=O)c3ccc(N)cc3C2=O)cc1C
→ 6.3%	-4.7
Fc1ccccc1OCCCCN1CCCCC1
→ -16.9%	6.0
O=c1c2ccccc2ncn1CCCCOc1ccccc1F
→ ?	.
Cc1ccc(OCC(=O)NC2CCCC2)c(C)c1
→ ?	.
CCOC(=O)C(=NCC1CCCO1)NNc1cc(Cl)ccc1Cl (stereo not given)
→ ?	.
CC(=O)c1cccc(NC(=O)CSc2nc(=O)n(CCCN3CCOCC3)c3c2CCC3)c1
→ ?	.
COc1cc(/C=N/NC(=O)C(=O)/C=C2\NC3(CCCC3)Cc3ccccc32)ccc1O
→ -17.0%	0.4
COc1cc(CNCc2ccccn2)ccc1OCc1ccc(Cl)cc1
→ -2.4%	5.2
CCOC(=O)N1CCC(n2c(=S)[nH]c3cc(OCC)c(OCC)cc3c2=O)CC1
→ ?	.
CCCC(C(=O)NC1CCCC1)N(Cc1ccccc1)C(=O)c1snc(C(N)=O)c1N (stereo not given)
→ ?	.

Ordered by the number under S3 lipid droplet (largest number first): some entries from above.
Sequence of screens – S3 lipid droplet	S3 lipid droplet cell count max
O=c1c2ccccc2nc2n1C(CBr)CN2 (stereo not given)
→ 6.3%	17.2
COc1cc(CNCc2ccccn2)ccc1OCc1ccc(Cl)cc1
→ -2.4%	5.2
O=C1CCCCN1CCC(=O)N1CCCC(N2CCN(c3ccccc3)CC2)C1 (stereo not given)
→ -11.0%	.
COC(=O)[C@@H](NCc1cccc(CN[C@H](C(=O)OC)C(C)C)c1)C(C)C
→ -14.4%	-1.0
Fc1ccccc1OCCCCN1CCCCC1
→ -16.9%	6.0
Cc1cc(NC(=O)c2cc(-c3ccccn3)nc3ccccc23)no1
→ -18.1%	-11.6

Continuation:
Sequence of screens – S3 lipid droplet	S3 lipid droplet cell count max
Clc1ccccc1-c1csc(Nc2cccnc2)n1
→ -1.8%	-5.8
O=C1c2ccccc2NC(c2ccco2)N1NS(=O)(=O)c1ccccc1 (stereo not given)
→ ?	.
N#CC(c1ccccn1)c1ncc(C(F)(F)F)cc1Cl (stereo not given)
→ ?	.
CC(=O)Nc1ccc(C(=O)Nc2ccc(S(=O)(=O)N3CCOCC3)cc2)cc1
→ ?	.
CC(SC#N)C(=O)C12CC3CC(CC(C3)C1)C2 (stereo not given)
→ ?	.
COc1cc(OC)cc(-c2c(-c3ccc(F)cc3)c3cc(-c4ccc5[nH]ccc5c4)ccc3n2C)c1
→ i	10.6
C[C@H](NC(=O)c1cc2c([nH]c3ccccc32)c(-c2ccccc2)n1)C(=O)O
→ -7.5%	2.4
Cc1ccnc(OC(C(=O)O)C(OCc2ccccc2)(c2ccccc2)c2ccc(C(F)(F)F)cc2)n1 (stereo not given)
→ ?	.
Cc1nc(-c2cccc(S(=O)(=O)N3CCCCC3)c2)cs1
→ 8.6%	11.6
CCOc1ccc(S(=O)(=O)c2c(C(=O)c3ccc(C)cc3)cnc3cc4c(cc23)OCCO4)cc1
→ -12.6%	-1.0
CC(C)CCn1c(Sc2nc3ccccc3s2)nc2c1c(=O)[nH]c(=O)n2C
→ 20.9%	-13.2
Cc1cccc(C)c1NC(=O)CNC(=O)c1cccnc1
→ 7.1%	-0.3
O=C(N1CCOCC1)N1CCN(c2nc(-c3ccc(F)cc3)cs2)CC1
→ ?	.
CC1CCC(NC(=O)Cn2c(=O)[nH]c3ccsc3c2=O)CC1 (stereo not given)
→ ?	.
CCOc1ccc(-c2cc(N)n(S(=O)(=O)c3ccc(OC)c(OC)c3)n2)cc1
→ ?	.
CN1CCN(C(=S)c2cn(Cc3ccccc3)c3ccccc23)CC1
→ ?	.
CC1(C)CC(C(CC(=O)O)c2ccccc2)CCO1 (stereo not given)
→ ?	.
O=C(NCCCn1ccnc1)c1cc([N+](=O)[O-])cc([N+](=O)[O-])c1
→ 4.0%	0.8
CC(=O)c1cccc(NCC(=O)Nc2cccc(S(=O)(=O)N3CCCCC3)c2)c1
→ 24.6%	13.3
COC(=O)C1=C(N)N(c2ccccc2C(F)(F)F)C2=C(C(=O)CCC2)C1c1ccc2c(c1)OCO2 (stereo not given)
→ 13.4%	-8.7
O=C(CSc1nnc(-c2ccccn2)n1-c1ccc(Cl)cc1)Nc1ccc2c(c1)OCO2
→ ?	.
COC(=O)c1ccc(C2C(C#N)=C(N)Oc3cc(C)n(C)c(=O)c32)cc1 (stereo not given)
→ ?	.
Cc1cc(NC(=O)CCC(=O)N(c2ccccc2)C(C)C(=O)NC2CCCC2)no1 (stereo not given)
→ i	-21.0
Cn1c(=N)n(CC(=O)O)c2ccccc21
→ ?	.
C#CCN1C(=O)C(O)(c2c(C)[nH]c3ccccc23)c2ccccc21 (stereo not given)
→ ?	.
Cc1ccc(S(=O)(=O)CCNC(=O)Cc2ccc(Cl)cc2)cc1
→ ?	.
O=C(O)CSc1ncnc2scc(-c3ccc(Br)cc3)c12
→ ?	.
CN(C)CCCNc1oc(-c2ccc(Cl)cc2)nc1C#N
→ ?	.
CCOC(=O)C1CCCN(C(=O)c2ccc(S(=O)(=O)N3CCCC3)cc2)C1 (stereo not given)
→ 5.4%	-22.4
Cc1ccc(C2CC(=O)c3cnn(-c4nc(C)cc(C)n4)c3C2)cc1 (stereo not given)
→ ?	.
O=C1CC(c2ccccc2)Oc2cc(O)cc(O)c21 (stereo not given)
→ ?	.
COc1ccc(NC(=O)c2ccccc2NC(=O)c2ccco2)c(OC)c1
→ 12.9%	-13.6
O=C(Cc1ccccc1Cl)N/N=C/c1cccnc1
→ -5.9%	12.9
CCOc1ccc(C(=O)NC(=S)Nc2ccc(NC(=O)c3ccco3)cc2)cc1[N+](=O)[O-]
→ -10.0%	-30.0
O=C(NCc1ccco1)/C(=C/c1ccc(Cl)cc1)NC(=O)c1ccco1
→ ?	.
Cc1ccc(-n2ncc3c(NCc4ccco4)ncnc32)cc1C
→ 2.3%	6.4
O=S(=O)(c1ccccc1)N1CCN(c2nc(-c3cccs3)nc3ccccc23)CC1
→ ?	.
O=C(Cn1cc2c(n1)CCCC2)NCCCN1CCN(C2CCCCC2)CC1
→ i	.
Cc1ccc2cccc(OCc3ccccc3)c2n1
→ ?	.
CCn1cc(C(C)NC(=O)COc2ccc(Cl)cc2C)c(C)n1 (stereo not given)
→ ?	.
CCc1ccc(NC(=S)N(Cc2ccccc2)Cc2ccccn2)cc1
→ ?	.
CCCN(C(=O)COC(=O)CCOc1ccccc1C)c1c(N)n(Cc2ccccc2)c(=O)[nH]c1=O
→ ?	.
COCCCNC(=O)c1ccc(S(=O)(=O)c2ccc(Cl)cc2)c(NC(C)=O)c1
→ -0.5%	16.3
CSc1cc(C)n(-c2ccccc2)c(=S)c1C(C)=O
→ ?	.
O=C1Nc2ccccc2C1(O)c1ccccc1 (stereo not given)
→ ?	.
Cc1cc(N2CCN(C3CCCC3)CC2)n2ncc(-c3ccccc3)c2n1
→ ?	.
O=C(NCc1ccco1)c1ccccc1O
→ ?	.
Cc1ccc(NC(=O)c2cnccn2)cc1C
→ 0.5%	-15.7
COc1ccc(CNC(=O)c2sccc2C)cc1
→ ?	.
Cc1onc(-c2c(Cl)cccc2Cl)c1C(=O)N1CCN(c2ccccc2)CC1
→ -10.3%	-5.0
COC(=O)c1sccc1NC(=O)Nc1ccc(C(C)=O)cc1
→ ?	.
Nc1ncnc2c1ncn2[C@H]1C[C@H](O)[C@@H](COP(=O)(O)O)O1
→ -1.3%	-1.1
Cn1sc(NC(=O)c2ccccc2)nc1=O
→ ?	.
CCc1ccccc1NC(=O)CSc1nnc(Cn2nnc3ccccc32)n1C
→ -3.3%	-9.8
O=C(c1ccc(COc2ccc(Cl)cc2)o1)N1CCN(Cc2ccc3c(c2)OCO3)CC1
→ ?	.
Oc1cc(-c2cccnc2)cc2cccnc12
→ 0.0%	0.6&-12.2
O=C(NC1=NCCS1)c1ccccc1Cl
→ 16.7%	-14.3
COc1ccccc1CNS(=O)(=O)c1ccc(S(=O)(=O)NC2CC2)cc1
→ ?	.
CS(=O)(=O)N1CCN(C(=S)NCc2ccc(F)cc2)CC1
→ ?	.
CN(CC(=O)Nc1ccccc1Br)C(=O)Cn1[nH]c(=O)c2ccccc2c1=O
→ ?	.

Other structures
Sequence of screens – S3 lipid droplet	S3 lipid droplet cell count max
O=C(CN1C(=O)/C(=C/c2ccc(Cl)cc2)SC1=S)NC1C=CS(=O)(=O)C1 (stereo not given)
→ ?	.
Cc1cc(=O)n(-c2ccc(Cl)cc2)c(=O)[nH]1
→ 14.3%	.
CC1(C)CC2(CCCN3C(=O)CSC32)CCS1 (stereo not given)
→ ?	.
O=C(c1ccc(NS(=O)(=O)c2ccc(Cl)c(Cl)c2)cc1)N1CCOCC1
→ ?	.
CC(=O)N1CCOc2ccc(S(=O)(=O)Nc3ccc(Cl)cn3)cc21
→ i	.
COc1ccccc1N(C)S(=O)(=O)c1ccc(Cl)c(C(=O)NCC2(N(C)C)CCCCC2)c1
→ ?	.
Cc1ccccc1Cc1c(C)nc2nc(SCC(=O)NCCCN3CCCCC3)nn2c1C
→ ?	.
COc1ccc2nc(NC(=O)CSc3nnnn3C)sc2c1
→ 1.8%	3.1
O=C(CCN1C(=O)/C(=C/c2ccccc2)SC1=S)Nc1cccnc1
→ i	-9.2
CCc1cccc(NC(=S)Nc2cccc3ccccc23)c1
→ ?	.
Cc1ccc(-n2ncc3c2CCCC3NC(=O)CCc2c(C)noc2C)cc1C (stereo not given)
→ ?	.
COc1ccc(N(CC(=O)N2CCOCC2)S(C)(=O)=O)cc1Cl
→ i	-13.1
Cc1nnc(-n2ncc(C#N)c2N)c2nn(-c3cccc(Cl)c3)c(C)c12
→ 7.3%	1.6
O=C(CSc1nc2ccccc2o1)c1ccccc1
→ 0.6%	-1.0
Cc1ccnc(NS(=O)(=O)c2ccc(NC(=O)CCc3ccccc3)cc2)n1
→ ?	.
CCn1cc(Br)c(C(=O)Nc2ccc(F)cc2F)n1
→ ?	.
CN(C(=O)COC(=O)COc1ccc(Cl)cc1Cl)c1c(N)n(Cc2ccccc2)c(=O)[nH]c1=O
→ ?	.
